RSV CPE inhibition: RSV antiviral activity via CPE protection, HEp-2 cells, primary 10 µM value included (AID 2391). HEp-2 cells, RSV-induced CPE inhibition; higher % means a stronger effect. one-dose CPE inhibition, % at 10 µM; IC50 in µM for titrated hits. actives 0.13% (n = 310,000); in the data active = a potency from the dose series; inconclusive = CPE inhibition mostly from about 23% at the one dose, without a potency; inactive = the rest, 99 in 100 with CPE inhibition below about 21%; also: strong numbers were not always called active
LYP phosphatase: inhibitors of LYP phosphatase, biochemical, fluorescence intensity, uHTS (AID 1779); recombinant LYP phosphatase, fluorescence intensity; higher % means a stronger effect; inhibition, % at 11.5 µM, or IC50 in µM where a hit was titrated; actives 0.054% (n = 290,000); in the data active = inhibition above about 50%;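 also: plate controls were vehicle with enzyme for no effect and no enzyme for full effect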
Dengue-2 NS5 capping: Dengue-2 NS5 methyltransferase inhibitors, primary screen, biochemical, confirmation dose response (AID 588689) | Dengue-2 NS5 methyltransferase capping enzyme assay, biochemical; higher % means a stronger effect | actives 0.3% (n = 340,000) | one-dose inhibition, % at 25 µM; IC50 in µM for titrated hits; in the data active = a potency from the dose series; inconclusive = inhibition above about 29% without an active follow-up result
NTR1 ag: agonists of NTR1, primary screen, imaging, U2OS cells, beta-arrestin-GFP, high content (AID 493036). P30989. activation, % at 20 µM. actives 0.17% (n = 330,000). NTR1-U2OS beta-arrestin-GFP spot imaging, agonist mode;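 active = activation at or above 40% of the spot to cytoplasm intensity ratio, with at least 20 cells analyzed; inconclusive = wells under 20 cells, flagged as cytotoxic or low count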;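 also: 0% = DMSO without peptide and 100% = 100 nM NTR1 peptide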
Target sequence (P30989 whole entry, looked up): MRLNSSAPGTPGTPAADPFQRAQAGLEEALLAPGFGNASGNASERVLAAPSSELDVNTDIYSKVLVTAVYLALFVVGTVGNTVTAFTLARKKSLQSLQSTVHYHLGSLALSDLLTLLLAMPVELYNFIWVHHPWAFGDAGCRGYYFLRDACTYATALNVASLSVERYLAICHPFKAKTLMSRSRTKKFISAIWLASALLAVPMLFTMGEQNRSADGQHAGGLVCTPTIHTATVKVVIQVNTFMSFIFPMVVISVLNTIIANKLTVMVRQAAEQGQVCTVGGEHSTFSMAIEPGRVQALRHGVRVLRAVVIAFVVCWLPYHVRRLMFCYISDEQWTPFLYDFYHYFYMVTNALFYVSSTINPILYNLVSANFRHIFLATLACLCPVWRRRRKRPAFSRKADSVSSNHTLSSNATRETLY
GPR35 arrestin U2OS: GPR35 antagonists blocking zaprinast-driven arrestin recruitment, primary screen, imaging, U2OS, beta-arrestin-GFP, zaprinast agonist (AID 2058) | U2OS GPR35 beta-arrestin-GFP translocation imaging, zaprinast antagonism; higher % means a stronger effect | inhibition, % at 10 µM, or IC50 in µM where a hit was titrated | actives 0.052% (n = 290,000);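 active = inhibition of at least 50% with at least 30 cells and total cytoplasm GFP at most 10,000,000; inconclusive = under 30 cells or total GFP of 10,000,000 plus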
AID2073: disruptors of CaV2.2 binding to Mint1 – biochemical, HTRF (AID 2073) | HTRF protein-protein interaction, Mint1-CaV2.2; higher % means a stronger effect | inhibition, % at 20 µM, or IC50 in µM where a hit was titrated | actives 0.19% (n = 290,000); in the data active = inhibition mostly above about 51%, no sharp cut-off; inconclusive = no clear call, values can overlap the other calls; inactive = mostly below about 53%; also: some results filed as inactive read as strong as hits
K1F lysis inhibition: inhibition of K1F phage lysis, E. coli UTI89, bacterial capsule biogenesis inhibitors, alamar blue (AID 488966); actives 0.02% (n = 340,000); E. coli UTI89 K1F phage lysis, alamar blue, 2 h; higher % means a stronger effect; one-dose inhibition, % at 100 µM; IC50 in µM for titrated hits;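 active = phage lysis inhibition, versus mean bacterial control, above a set limit; inconclusive = no clear call, values can overlap the other calls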;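 also: capsule biogenesis inhibitors block K1F phage lysis so surviving cells raise fluorescence; higher fluorescence means more inhibition of phage lysis; actives were called in the ten point dose series up to 300 µM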
Autophagy mod: alters autophagy in cells | MEF GFP-LC3 puncta imaging; test concentration mostly 10 µM | actives 0.98% (n = 190,000) | calls only at 10 µM (by protocol);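 active = percentage of spot-positive cells more than 3 SD above its plate mean, without a fluorescence outlier flag or 80% toxicity; inconclusive = no clear call, values can overlap the other calls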;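 also: spot-positive cell cutoff set from DMSO-treated cells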
WT yeast gro inh: growth inhibition of WT yeast, mitochondrial fusion screen; mitochondrial fusion phenotypic screen, WT strain; inhibition, % at 10 µM; actives 2.1% (n = 190,000); AID 1362; in the data active = inhibition above about 58%; tested in S. cerevisiae
WT yeast gro inh mutant strain: second read-out of WT yeast gro inh, no call of its own (marks repeat the call); inhibition, %; mitochondrial fusion phenotypic screen, mutant strain inhibition
Autophagy mod cell loss 18 h: further read-out of Autophagy mod, marked with its call; toxicity, %; measured here: cell loss, nuclei count;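 cell loss after 18 h compound exposure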
NTR1 ag cell count 20 µM: also measured in NTR1 ag; calls as there; cell count; measured here: cell count, cytotoxicity flag
Dengue-2 NS5 capping pilot replicate: also measured in Dengue-2 NS5 capping; calls as there; inhibition, %; measured here: pilot screen replicate inhibition
Starred values were filed as active, the others as inactive; i = inactive; ? = inconclusive; . = no result given; [ ] = remark or other dose. This is a random part of the collection. Share with any hit: about 2.6%.

SMILES | RSV CPE inhibition | LYP phosphatase | Dengue-2 NS5 capping | NTR1 ag | NTR1 ag cell count 20 µM | GPR35 arrestin U2OS | AID2073 | K1F lysis inhibition | Autophagy mod | Autophagy mod cell loss 18 h | WT yeast gro inh | WT yeast gro inh mutant strain | others
O=C(CN1C(=O)NC2(CCCC2)C1=O)N1CCN(S(=O)(=O)c2cccc(F)c2)CC1 | 1.4% | -9% | -6% | 0.0 | 43 | 6% | 0% | 0.0% | . | . | . | .
COc1ccc(CNc2nc(-c3ccccc3)nn2C(=O)c2ccc([N+](=O)[O-])cc2)cc1 | 2.3% | 0% | -6% | -1.2 | 53 | 4% | 6% | 4.3% | i | 1 | -4 | -10
COc1cc(CN2CCC(C(=O)NC3CCCC3)CC2)cc(OC)c1O | -0.2% | -5% | 3% | -1.7 | 77 | 6% | 0% | -0.1% | i | 24 | 1 | 21
CCOC(=O)c1ccc(NC(=O)Oc2ccccc2)cc1 | 0.4% | -10% | -6% | -0.3 | 78 | -12% | 7% | -0.1% | i | 17 | -6 | -1 | Dengue-2 NS5 capping pilot replicate=-8.2
NS(=O)(=O)c1ccc(NC(=O)CSc2nnc(COc3ccccc3Cl)n2C2CC2)cc1 | 0.5% | -11% | -2% | 2.7 | 51 | -6% | 9% | -0.4% | i | -5 | 21 | 5
CCN(CC)CC(=O)N1c2ccccc2Sc2ccccc21 | 2.0% | -9% | -4% | -0.4 | 93 | 2% | 0% | 0.1% | . | . | . | .
Cc1ccc(S(=O)(=O)N(Cc2cccnc2)Cc2cc3ccccc3[nH]c2=O)cc1 | 4.9% | 0% | -15% | 2.4 | 52 | 6% | 5% | -0.5% | . | . | . | .
Cc1ccccc1-n1c(SCC(=O)N/N=C/c2c(C)nn(-c3ccccc3)c2C)nc2ccccc2c1=O | 19% | 2% | 1% | 0.9 | 58 | 3% | 16% | -0.1% | i | -1 | 19 | -3
COc1ccccc1-c1ccc(/C=N/O)o1 | . | -1% | . | -1.2 | 45 | 4% | -6% | . | . | . | . | .
CCOc1ccc(NS(=O)(=O)c2ccc(C(=O)NCC(c3ccco3)N(C)C)cc2)cc1 (stereo not given) | -0.5% | . | -5% | 3.5 | 60 | . | . | 1.2%[50 µM] | . | . | . | .

3 compounds out of the list, ordered by count of non-hydrogen atoms, ascending:
SMILES | RSV CPE inhibition | LYP phosphatase | Dengue-2 NS5 capping | NTR1 ag | NTR1 ag cell count 20 µM | GPR35 arrestin U2OS | AID2073 | K1F lysis inhibition | Autophagy mod | Autophagy mod cell loss 18 h | WT yeast gro inh | WT yeast gro inh mutant strain | others
COc1ccccc1-c1ccc(/C=N/O)o1 | . | -1% | . | -1.2 | 45 | 4% | -6% | . | . | . | . | .
O=C(CN1C(=O)NC2(CCCC2)C1=O)N1CCN(S(=O)(=O)c2cccc(F)c2)CC1 | 1.4% | -9% | -6% | 0.0 | 43 | 6% | 0% | 0.0% | . | . | . | .
Cc1ccccc1-n1c(SCC(=O)N/N=C/c2c(C)nn(-c3ccccc3)c2C)nc2ccccc2c1=O | 19% | 2% | 1% | 0.9 | 58 | 3% | 16% | -0.1% | i | -1 | 19 | -3

(cont.)
SMILES | RSV CPE inhibition | LYP phosphatase | Dengue-2 NS5 capping | NTR1 ag | NTR1 ag cell count 20 µM | GPR35 arrestin U2OS | AID2073 | K1F lysis inhibition | Autophagy mod | Autophagy mod cell loss 18 h | WT yeast gro inh | WT yeast gro inh mutant strain | others
Cc1nc2cc(NS(=O)(=O)c3c(C)c(C)cc(C)c3C)ccc2s1 | 1.1% | -4% | -1% | 8.3 | 60 | -13% | 2% | 1.3% | i | 9 | 69* | 24*
CCN(CC)S(=O)(=O)c1ccc(N2CCOCC2)c(NC(=O)Cc2cccc3ccccc23)c1 | 5.9% | -1% | 7% | 1.8 | 54 | -1% | 10% | 3.3% | i | 4 | 6 | 0
O=[N+]([O-])c1cccc(S(=O)(=O)N2CCC(c3nc(-c4ccncc4)no3)CC2)c1 | -0.8% | 1% | -3% | -1.0 | 48 | 0% | 6% | -0.5% | i | -8 | 9 | -17
O=C(COC(=O)Cc1ccccc1F)Nc1ccc2c(c1)OCO2 | 0.2% | 5% | 3% | 0.5 | 62 | -1% | 8% | 0.2% | i | -6 | -13 | 2
Cc1cccc(NC(=S)NC2CC3CCCC(C2)N3CC(C)C)c1 (stereo not given) | 0.0% | -6% | -16% | -1.1 | 95 | -6% | -15% | 3.7% | i | -1 | -6 | -7
COc1ccc(Cc2noc(CN3CCCN(Cc4ccc(F)cc4)CC3)n2)cc1OC | -0.2% | -9% | -3% | -0.5 | 63 | 1% | -9% | 0.1% | i | 7 | 13 | 15
Cc1ccc(Sc2ncccc2[N+](=O)[O-])cc1 | -0.1% | -2% | -4% | 1.0 | 89 | 3% | 19% | 0.1% | . | . | . | .
COc1ccccc1NC(=O)c1ccc([N+](=O)[O-])cc1[N+](=O)[O-] | 4.7% | -2% | -2% | 1.7 | 82 | 2% | 10% | -0.1% | i | 4 | 1 | 7
Nc1ccc(C(=O)N2CCN(S(=O)(=O)c3ccc(Br)cc3)CC2)cc1[N+](=O)[O-] | 12% | . | -3% | -1.4 | 51 | . | . | 1.1%[50 µM] | . | . | . | .
Cc1cc(C)nc(NS(=O)(=O)c2ccc(NC(=O)CSc3nc4ccccc4[nH]3)cc2)n1 | 2.7% | -5% | 3% | -0.5 | 45 | -18% | 7% | -2.3% | i | 11 | 3 | -16

Two compounds picked at random from the list so far, as already listed:
SMILES | RSV CPE inhibition | LYP phosphatase | Dengue-2 NS5 capping | NTR1 ag | NTR1 ag cell count 20 µM | GPR35 arrestin U2OS | AID2073 | K1F lysis inhibition | Autophagy mod | Autophagy mod cell loss 18 h | WT yeast gro inh | WT yeast gro inh mutant strain | others
O=C(COC(=O)Cc1ccccc1F)Nc1ccc2c(c1)OCO2 | 0.2% | 5% | 3% | 0.5 | 62 | -1% | 8% | 0.2% | i | -6 | -13 | 2
COc1ccc(Cc2noc(CN3CCCN(Cc4ccc(F)cc4)CC3)n2)cc1OC | -0.2% | -9% | -3% | -0.5 | 63 | 1% | -9% | 0.1% | i | 7 | 13 | 15

Among those listed so far, 2 have an NH in an aromatic ring.
SMILES | RSV CPE inhibition | LYP phosphatase | Dengue-2 NS5 capping | NTR1 ag | NTR1 ag cell count 20 µM | GPR35 arrestin U2OS | AID2073 | K1F lysis inhibition | Autophagy mod | Autophagy mod cell loss 18 h | WT yeast gro inh | WT yeast gro inh mutant strain | others
Cc1ccc(S(=O)(=O)N(Cc2cccnc2)Cc2cc3ccccc3[nH]c2=O)cc1 | 4.9% | 0% | -15% | 2.4 | 52 | 6% | 5% | -0.5% | . | . | . | .
Cc1cc(C)nc(NS(=O)(=O)c2ccc(NC(=O)CSc3nc4ccccc4[nH]3)cc2)n1 | 2.7% | -5% | 3% | -0.5 | 45 | -18% | 7% | -2.3% | i | 11 | 3 | -16

(cont.)
SMILES | RSV CPE inhibition | LYP phosphatase | Dengue-2 NS5 capping | NTR1 ag | NTR1 ag cell count 20 µM | GPR35 arrestin U2OS | AID2073 | K1F lysis inhibition | Autophagy mod | Autophagy mod cell loss 18 h | WT yeast gro inh | WT yeast gro inh mutant strain | others
CCN(CC)c1ccc(/C=N/NC(=O)c2cccc(S(=O)(=O)Nc3ccccc3OC)c2)cc1 | 2.3% | 12% | -1% | -0.5 | 78 | -20% | ? | 0.9% | i | 9 | 9 | 8
Cc1cc(NS(=O)(=O)c2ccc(NC(=O)COc3ccccc3Cl)cc2)no1 | -0.4% | 2% | -3% | 12 | 83 | -4% | 4% | 0.3% | i | -6 | -20 | -29
Cc1ccccc1CN1CCN(C(C)C(=O)NNC(=O)c2ccc(F)cc2)CC1 (stereo not given) | -0.9% | . | -1% | -0.3 | 55 | . | . | 0.3%[50 µM] | . | . | . | .
NC[C@H](Cc1ccccc1)NCCCCC1CCCCC1 | -0.7% | . | -5% | 2.9 | 60 | . | . | -5.1% | . | . | . | .
CN(CC(=O)Nc1ccc(Cl)c(Cl)c1)C(=O)C1CCCC1 | 4.0% | . | -12% | -0.1 | 75 | . | . | 0.2%[50 µM] | . | . | . | .
COc1ccc(C(=O)Nc2nc(N3C(=O)c4ccccc4C3=O)n(-c3ccccc3)n2)cc1 | 2.6% | -1% | 2% | -1.1 | 40 | 0% | 6% | -1.5% | i | 6 | -5 | 3
CCOC(=O)Cc1csc(NS(=O)(=O)c2ccc(F)cc2)n1 | 3.1% | -2% | -1% | -0.4 | 54 | 10% | 7% | 0.2% | i | -24 | 2 | 9
COC(=O)/C(C#N)=C/c1ccc(C)o1 | 1.2% | 0% | -7% | 1.7 | 50 | -6% | -6% | 0.2% | i | 15 | 4 | 3
O=C(NC1CCCC1)c1cccc(S(=O)(=O)Nc2ccccc2F)c1 | -0.5% | . | 6% | -2.5 | 54 | . | . | 0.7%[50 µM] | . | . | . | .
O=C(COc1ccc(Cl)cc1Cl)Nc1ccccc1NS(=O)(=O)c1cccs1 | -0.1% | 0% | . | 3.7 | 80 | -8% | 11% | -0.3% | i | -1 | 3 | -2
CC(C)(Oc1ccc(Cl)cc1)C(=O)Nc1cccc(S(=O)(=O)NC2=NCCC2)c1 | 0.0% | . | -2% | -0.3 | 61 | . | . | -0.1%[50 µM] | . | . | . | .
Cc1ccc(OC(=O)c2ccc(S(=O)(=O)N(C)C)cc2)c(-n2nc3ccccc3n2)c1 | 0.2% | -1% | 3% | 5.9 | 69 | -2% | 3% | 0.3% | i | 19 | 12 | 36
Cc1ccc(NC(=O)COc2ccc(N3CC(C(N)=O)CC3=O)cc2)c(C)c1 (stereo not given) | 0.4% | -5% | 3% | 0.2 | 47 | 11% | 2% | 0.5% | . | . | . | .
COc1ccc(Cn2c(N)c(C#N)c3nc4ccccc4nc32)cc1OC | 3.1% | -10% | -47% | -0.4 | 60 | 26% | 5% | 2.3% | i | -5 | -6 | -1
COc1cc(NC(=O)Cn2c(=O)n(CC3CCCO3)c(=O)c3ccccc32)cc(OC)c1 (stereo not given) | -0.2% | 0% | 10% | 0.4 | 59 | 9% | 1% | 0.4%[50 µM] | i | 1 | 3 | -17
CCc1cc(-c2n[nH]c(=S)n2-c2cccc(C)c2)cs1 | -1.0% | -2% | 1% | 0.2 | 64 | -8% | -17% | 0.9% | i | -7 | 61* | 20*
CSc1nc(-c2ccco2)cc(-c2ccccc2)c1C#N | 2.6% | -6% | -3% | 2.1 | 39 | -12% | 15% | 0.0% | i | -6 | 31 | 22
Cc1ccc(S(=O)(=O)N2CCCOC2CNC(=O)C(=O)NC2CCCCC2)cc1 (stereo not given) | ? | 1% | 2% | -1.2 | 84 | -13% | 0% | 0.1% | i | -1 | -3 | -7

High-throughput results deposited in PubChem by several laboratories.
